Screening data from PubChem.
PMI act hi M6P: increases human PMI activity with near-saturating mannose 6-phosphate; hit rate 0.34% among 190,000; coupled PMI enzyme assay, resazurin fluorescence, 20 min; stronger effect = higher value; 1 = untreated enzyme, 0 = substrate-free blank; activation factor at 20 µM;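 active means activation factor of 2 or more at 20 µM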
Target sequence (P34949 whole entry, looked up): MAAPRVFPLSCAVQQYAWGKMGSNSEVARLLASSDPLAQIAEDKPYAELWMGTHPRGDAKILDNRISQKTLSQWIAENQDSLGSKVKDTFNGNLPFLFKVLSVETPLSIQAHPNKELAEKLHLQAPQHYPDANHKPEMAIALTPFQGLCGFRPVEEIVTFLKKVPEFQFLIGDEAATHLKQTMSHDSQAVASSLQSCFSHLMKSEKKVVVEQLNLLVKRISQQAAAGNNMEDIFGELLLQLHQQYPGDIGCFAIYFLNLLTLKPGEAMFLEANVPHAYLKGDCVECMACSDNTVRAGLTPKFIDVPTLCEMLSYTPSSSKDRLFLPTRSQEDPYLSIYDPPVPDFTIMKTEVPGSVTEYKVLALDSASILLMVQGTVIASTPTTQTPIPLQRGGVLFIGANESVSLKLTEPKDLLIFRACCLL
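Test system: Human PMI in coupled enzyme assay | Input: 15 ng/mL PMI | Medium: HEPES-buffered pH 7.4 with magnesium and detergent | Compound: One concentration, 20 µM, in 1% DMSO | Incubation: Enzyme reaction with compound 20 min at room temperature | Detection: Diaphorase-driven resazurin-to-resorufin fluorescence, excitation 544, emission 590 nm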
NF-kB neuron act: raises NF-kB expression in human neuronal cells. NF-kB reporter expression; stronger effect = higher value. fold change at 12.5 µM. hit rate 1.6% among 190,000. AID 1239; in the data active means fold change above about 3.3
FLuc inhib CS: Photinus pyralis luciferase inhibition counter-screen | ATPLite firefly luciferase biochemical luminescence, 10 min | hit rate 1.5% among 200,000 | AID 1006 | inhibition, % at 10 µM | P08659;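 active means inhibition above about 50% when tested at 10 µM, limit read from the data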
Target sequence (P08659 whole entry, looked up): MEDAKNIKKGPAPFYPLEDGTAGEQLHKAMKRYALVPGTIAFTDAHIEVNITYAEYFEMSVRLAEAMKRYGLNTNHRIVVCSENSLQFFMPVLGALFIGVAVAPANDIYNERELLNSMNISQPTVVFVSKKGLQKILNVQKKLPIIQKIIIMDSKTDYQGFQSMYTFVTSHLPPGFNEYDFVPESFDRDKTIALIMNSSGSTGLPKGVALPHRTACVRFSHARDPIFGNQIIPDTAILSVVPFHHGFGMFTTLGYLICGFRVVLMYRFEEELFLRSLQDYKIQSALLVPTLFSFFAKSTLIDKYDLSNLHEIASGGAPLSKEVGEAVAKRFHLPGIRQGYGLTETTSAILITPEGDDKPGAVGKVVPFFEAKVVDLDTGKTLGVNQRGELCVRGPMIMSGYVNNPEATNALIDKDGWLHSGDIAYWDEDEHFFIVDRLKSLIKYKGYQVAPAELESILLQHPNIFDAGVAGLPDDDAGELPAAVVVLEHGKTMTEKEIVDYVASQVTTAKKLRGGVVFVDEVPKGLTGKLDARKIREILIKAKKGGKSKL
bIAP act: increases bovine intestinal alkaline phosphatase activity. purified bovine IAP, CDP-star luminescence, 30 min; stronger effect = higher value; fold of DMSO-control signal, blank-subtracted. activation factor at 20 µM. hit rate 0.17% among 200,000;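 active means activation factor of 2 or more at 20 µM, a signal rise over negative controls twice the positive control's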
FLuc act counter: firefly luciferase counter-screen for stimulation assays | P08659 | ATPlite luciferase biochemical, luminescence, 10 min; 0 = ATP-free wells, 1 = DMSO control | activation factor at 10 µM | 200,000 tested, under 10 active;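 active means luciferase activation factor, scaled between plate controls, of at least 2 with compound at 10 µM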
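Assay system: Luciferase/luciferin detection reagent, cell-free biochemical luciferase assay / Read-out: luciferase activation / Benchmarks: No-ATP low control, compound-free enzyme-plus-ATP high control / Medium: PBS buffer for ATP / Detection: luminescence measurement of luciferase light output / Schedule: 10 min at ambient temperature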
APP 5'UTR act: activates APP 5'UTR luciferase reporter | SH-SY5Y APP 5'UTR luciferase reporter, luminescence; zero percent = DMSO vehicle wells | activation, % at 2 µM | hit rate 1% among 190,000 | AID 1276;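 active means activation above a set limit, based on mean plus 3 SD of controls, cut at about 140% in these data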; further: values of inactives mirror those of a sister screen read the other way
TNAP act hi DEA: TNAP (human) activation, high acceptor. 200,000 tested, under 10 active. activation factor at 20 µM. P05186. purified TNAP, CDP-star luminescence, 1 M DEA, 30 min; stronger effect = higher value; 0 = EDTA background, 1 = DMSO-only activity. AID 1136;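 active means activation factor at least 2 at 20 µM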
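Measured by: Luminescent substrate turnover signal | Test system: Human TNAP | Input: TNAP 1/800 final | Dosing: 20 µM single point | Schedule: 30 min, room temperature | Controls: EDTA wells as negative control, DMSO wells as positive control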
TNAP inh no acc: blocks human TNAP activity with no phosphate acceptor present; P05186; purified TNAP, CDP-star luminescence, 30 min; inhibition, % at 20 µM; hit rate 0.26% among 200,000; AID 1012;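 active means tissue-nonspecific alkaline phosphatase inhibition above about 50% at 20 µM in the single-dose screen, limit read from the data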;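 further: 0% = DMSO negative control and 100% = EDTA positive control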
PMI activator: increases human mannose-6-phosphate isomerase activity; P34949; purified human PMI, coupled resazurin fluorescence, 20 min; stronger effect = higher value; 1 = vehicle control, 0 substrate-free wells; activation factor at 20 µM; hit rate 0.005% among 190,000; AID 1214;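 active means activation factor of 2 or more at 20 µM, relative to plate controls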
TNAP inh hiacc: inhibitors of human TNAP at high phosphate acceptor concentration | P05186 | purified TNAP, CDP-star luminescence, 1 M DEA | inhibition, % at 20 µM | hit rate 0.03% among 200,000;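 active means over 50% inhibition of tissue-nonspecific alkaline phosphatase at 20 µM in the single-dose screen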;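 further: plate controls were DMSO wells for no effect and EDTA-quenched wells as full inhibition for full effect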
Active calls of the source: *; nt = no result given.

SMILES	PMI act hi M6P	NF-kB neuron act	FLuc inhib CS	bIAP act	FLuc act counter	APP 5'UTR act	TNAP act hi DEA	TNAP inh no acc	PMI activator	TNAP inh hiacc
O=C(NCCCN1CCOCC1)C(=O)NCCc1ccccc1	1	1.2	-4	0.9	1	-7	1	-12	1	-3
Cc1ccc(-n2nnnc2SCC(=O)Nc2ccc3c(c2)COC3=O)cc1C	1	1.1	-3	0.9	1	-8	1	-13	0.9	-4
COc1cccc(NC(=O)Cc2c(C(=O)O)[nH]c3ccccc23)c1	1.1	0.97	0	1	1	7	1	-9	1	-4
CN(C)C(=O)Cn1c(SCC(=O)N2CCCc3ccccc32)nc2ccccc21	1	1	-8	1.1	1.1	-2	1	-11	0.9	-5
CC(=O)c1c(O)cc(=O)n(-c2ccccc2)c1-c1ccc(Cl)cc1	0.9	1.1	-6	0.9	1.1	-2	1	-9	0.9	-3
O=S(=O)(Cc1c(F)cccc1Cl)c1ncn[nH]1	1	1.2	-2	1.1	1	-3	1	2	1	1
O=C(C1CCN(C2CC(=O)N(c3ccc(F)cc3)C2=O)CC1)N1CCOCC1 (stereo not given)	1	1.2	1	1	1	17	1	-5	0.9	-3
Cc1nn(-c2ccccc2)c(N2CCCC2)c1/C=N/NC(=S)Nc1cc(C(F)(F)F)ccc1Cl	1	0.94	-8	0.7	1.1	18	1	-16	0.9	2
C=CCSc1ncc(C#N)c(N)n1	1.1	1.2	-6	0.9	1.1	-7	1	-13	1.1	-2
CCOC(=O)CNC(=O)CN1C(=O)CC(c2ccccc2)S(=O)(=O)c2ccccc21 (stereo not given)	1.2	1.2	-3	1	1	6	1	-11	1.2	-3
COc1cc(C(=O)NCc2nnc(SCC(=O)Nc3nc4ccc(C)cc4s3)o2)cc(OC)c1OC	0.9	1.1	3	0.9	1	16	1	-6	0.9	1
CCOC(=O)c1c(NC(=O)CSc2nnc(C)s2)sc2c1CCN(C)C2	1.3	1.2	-1	0.9	1	0	1	-6	1	2
CCCCN(CC)Cc1c(C)[nH]c2ccccc2c1=O	0.9	0.98	-6	0.8	1.1	nt	1.1	-16	0.9	-6
CC1CCN(c2ccc([N+](=O)[O-])cn2)CC1	0.8	1.5	-1	0.6	1	6	0.9	1	0.9	6
Cc1ccc(Cl)cc1OCC(=O)NCCOC(=O)Nc1sc(=S)n(C)c1C	1	1.2	7	0.9	0.9	-2	1	0	1	-2
COc1ccc(N(CC(=O)O)S(=O)(=O)c2c(C)n[nH]c2C)cc1	1.1	0.85	-3	0.9	1	7	1.1	23	1.1	-9
O=C(CCSc1nc2ccccc2o1)N1CCOCC1	1.2	1.4	1	0.9	1	21	1	-8	1.3	0
Cc1ccc(Nc2nc(CSc3nnc(-c4ccc(F)cc4)n3C)cs2)cc1	0.9	1.1	84*	0.9	0.2	21	1	1	0.9	-2
COc1cc(NC(=O)CN2CCN(c3ccccc3O)CC2)c(C)cc1[N+](=O)[O-]	0.7	0.75	4	0.5	1	15	1	-3	0.9	4
Cn1c(=O)[nH]c(=O)c2c1nc(NCCCO)n2CCOc1ccccc1	0.9	0.96	1	1.1	1	-8	1	0	0.9	0
Cc1c(C(c2ccc([N+](=O)[O-])cc2)c2c(C)n(C)n(-c3ccccc3)c2=O)c(=O)n(-c2ccccc2)n1C	1.1	0.94	-3	1	1	-10	1	-6	1	0
CCOC(=O)C1CCCN(C(=O)c2cnn3c(C(F)F)cc(-c4ccc(C)cc4)nc23)C1 (stereo not given)	1	0.66	-3	0.9	1	-3	1.1	-7	1	-8
O=C(CSCc1cccc(Cl)c1)N/N=C/c1ccc(OCC(=O)N2CCCCC2)cc1	1	0.55	-8	1	1.1	-4	1	6	1.1	0
O=C(Nn1c(C2CCC2)nc2ccccc2c1=O)c1cccs1	1	1.2	-4	1	1	-12	1	-7	1.1	-3
Cc1ccccc1NC(=O)C1CC(=O)N(c2ccc3c4c(cccc24)CC3)C1 (stereo not given)	1.1	1.2	-7	1.1	1.1	6	1	6	1.1	-1
COC(=O)CNC(=O)c1cc(-c2ccncc2)nc2c(C)c(Cl)ccc12	1.1	1.1	-1	1.1	1	2	1	0	1.1	-4
O=C(COc1ccc([N+](=O)[O-])cc1)NNC(=O)c1cccs1	1	0.96	3	1.4	1	-2	1	-13	1	0
O=C1C2CCCN2C(=S)N1Cc1ccccc1 (stereo not given)	1.1	1	-6	1	1.1	-9	1	-17	1.2	-3
O=Cc1cccn1-c1cccc([N+](=O)[O-])c1	0.9	0.96	2	1.1	1	10	1	-7	1	-3
Cc1ccc(NCCC#N)cc1C	1	1.1	-7	1	1.1	16	1	-14	1.1	2

Not a retest: two of the compounds above.
SMILES	PMI act hi M6P	NF-kB neuron act	FLuc inhib CS	bIAP act	FLuc act counter	APP 5'UTR act	TNAP act hi DEA	TNAP inh no acc	PMI activator	TNAP inh hiacc
O=C(NCCCN1CCOCC1)C(=O)NCCc1ccccc1	1	1.2	-4	0.9	1	-7	1	-12	1	-3
Cc1ccc(-n2nnnc2SCC(=O)Nc2ccc3c(c2)COC3=O)cc1C	1	1.1	-3	0.9	1	-8	1	-13	0.9	-4

Other records.
SMILES	PMI act hi M6P	NF-kB neuron act	FLuc inhib CS	bIAP act	FLuc act counter	APP 5'UTR act	TNAP act hi DEA	TNAP inh no acc	PMI activator	TNAP inh hiacc
S=C(NCc1ccccc1)NC1CCCc2ccccc21 (stereo not given)	1	1.3	-3	1	1	8	1.1	-37	1	-7
CCOC(=O)c1c(NC(=O)COC(=O)CNC(=O)c2ccco2)sc(C)c1C	1	0.81	-6	1	1.1	1	1	-6	0.9	-1
O=C(COC(=O)[C@H](Cc1ccccc1)NC(=O)c1cccs1)Nc1cc(F)ccc1F	0.9	1.4	-4	1	1	12	1	-7	0.9	-1
C=CCNc1nc(N(c2ccccc2)c2ccccc2)nc(-n2ccnc2)n1	0.9	1.2	-7	0.9	1.1	4	1	8	1	-2
O=C(O)CC(C(=O)O)c1cn(Cc2ccccc2)c2ccccc12 (stereo not given)	1	1.2	-9	0.8	1.1	9	1.1	-10	1	-5
CN(CCNC(=O)c1cc2c(=O)n(C)c3ccccc3c2n1C)Cc1ccccc1	1	0.67	-3	1.2	1	-4	1.1	-18	1	-9
CCNC(=S)N/N=C/c1ccco1	1.1	1.1	-6	0.9	1.1	8	1	-8	1	-3
c1nc(COc2nsnc2N2CCOCC2)cs1	0.9	1.1	-1	1	1	-1	1	-5	0.9	-4
O=C(COC(=O)c1ccc(Cl)c(S(=O)(=O)N2CCCCC2)c1)NCc1ccco1	1	1.1	-5	1	1.1	-8	1.1	-12	1.1	-5
Cc1ccc(-n2nc(C)c3c(C)c(CCC(=O)NCc4ccccc4)c(C)nc32)cc1	1	1.2	-4	1	1	9	1.1	-12	1	-5
O=C(CSc1nc(-c2ccc(Cl)cc2)cs1)Nc1cccc([N+](=O)[O-])c1	1	1	5	1.1	0.9	9	1	-11	0.9	-2
CCOC(=O)CNC(=O)CSc1nc(-c2ccc(C)cc2)ns1	0.9	1.5	24	1	0.8	16	1	-4	1	-1
CCN1CCN(c2nc3c(C)cccn3c(=O)c2/C=C(\C#N)S(=O)(=O)c2ccccc2)CC1	0.9	1.1	-13	0.9	1.1	14	1	-1	0.9	-4
Cc1nn(CC(=O)NC(C)C)c(C)c1[N+](=O)[O-]	1.1	0.98	-2	1	1	-5	1	-11	1	-4
Cn1c(=O)[nH]c(=O)c2c1nc1n2CCCN1CCc1ccccc1	1.1	0.98	-2	0.9	1	5	1	-6	1.1	-4

Copied from the list:
`Cc1ccc(-n2nc(C)c3c(C)c(CCC(=O)NCc4ccccc4)c(C)nc32)cc1` | NF-kB neuron act: 1.2
`Cn1c(=O)[nH]c(=O)c2c1nc1n2CCCN1CCc1ccccc1` | TNAP inh no acc: -6
`CCOC(=O)CNC(=O)CSc1nc(-c2ccc(C)cc2)ns1` | PMI act hi M6P: 0.9
`O=C(COC(=O)c1ccc(Cl)c(S(=O)(=O)N2CCCCC2)c1)NCc1ccco1` | APP 5'UTR act: -8

Next section:
SMILES	PMI act hi M6P	NF-kB neuron act	FLuc inhib CS	bIAP act	FLuc act counter	APP 5'UTR act	TNAP act hi DEA	TNAP inh no acc	PMI activator	TNAP inh hiacc
CCOC(=O)c1ccccc1NC(=O)c1cccc(F)c1	1	1.5	-4	0.8	1	14	1.1	-20	1	-7
Cc1cc(N)ccc1NC(=O)c1ccccc1	0.9	0.97	-2	1	1	10	1	-5	0.9	-3
CCO[C@@H]1OC(C(=O)N2CCN(Cc3ccccc3)CC2)=C[C@H](c2coc3ccccc3c2=O)[C@H]1CCCO	1.1	1.1	-5	1.1	1.1	0	1.1	0	1	-10
O=C(NC1CCCCC1)C(c1ccco1)N(Cc1cccnc1)C(=O)C1COc2ccccc2O1 (stereo not given)	1	0.75	-5	1.2	1.1	-7	1	15	0.9	1
COc1ccc(C2C(C(C)=O)=C(O)C(=O)N2C)c(OC)c1 (stereo not given)	1.1	0.99	-6	1	1.1	11	1	-15	1	-4
CC(=O)Nc1ccc(NC(=O)c2cc(-n3cnnc3)ccc2Cl)cc1	1	nt	-6	1.1	1.1	-17	1	4	1.1	0
C=C(C)CSc1nc2ncc(Cl)cc2[nH]1	1.1	1.7	-2	0.8	1	2	1.1	26	1.1	-7
NS(=O)(=O)c1ccc(CCNC(=O)CN2CCN(c3ccccc3F)CC2)cc1	1	0.95	-1	0.8	1	4	1	-5	0.9	4
C=CC[n+]1c(-c2ccc(C)cc2)csc1NNC(=O)Nc1ccccc1	0.9	0.62	1	1	1	-3	1	-8	0.8	0
Cc1cc(C)c(S(=O)(=O)N2CCC(C(N)=O)CC2)cc1C	1	1	-9	0.9	1.1	-5	1	-11	1	-4
OC(CN1CCN(c2ccccc2)CC1)c1ccc2c(c1)CCN2 (stereo not given)	1.1	0.95	-1	1	1	-2	1	10	1	-4
Cc1cc(S(=O)(=O)Nc2cccc(Cl)c2)c(C)s1	0.8	1.1	0	1	1	-5	1	-6	0.9	1
COc1ccccc1NC(=O)COc1ccccc1	1	1.2	6	0.9	0.9	8	1.1	-14	1	-6
Cc1nc2nc(C)c(CCC(=O)NCCC3=CCCCC3)c(C)n2n1	1	1	-7	1	1.1	4	1.1	-17	1	-7
COC(=O)c1ccccc1C(=O)N1CCCC(C(=O)c2cc(F)ccc2F)C1 (stereo not given)	0.9	1	4	1.2	1	8	1.1	-4	0.9	-7
O=C(COc1c(CO)cc(Br)cc1CO)NC1CCCc2ccccc21 (stereo not given)	1.1	0.84	-5	0.9	1.1	6	1.1	-16	1.1	-8
Cc1nc2sc3c(NCc4ccco4)ncnc3c2c2c1COC(C)(C)C2	1	0.5	-4	1.1	1	13	1	-11	0.9	-2
CC(C)NC(=O)COC(=O)c1cc(=O)[nH]c2ccccc12	1	0.99	-2	1.1	1	-10	1	-2	1	-4
Cn1c(C(=O)N2CCOCC2)cnc1Sc1ncc(C(F)(F)F)cc1Cl	1	1.2	0	1	1	-20	1	-4	1	3
Cc1ccc(C)c(N2CCN(C(=S)Nc3ccc4nc(N5CCOCC5)cc(C)c4c3)CC2)c1	0.4	0.91	-2	1	1	30	1	-16	0.8	-5
CCCCNS(=O)(=O)c1ccc(NC(=O)c2cccs2)cc1	1	1.2	2	0.9	1	-7	1	-11	1	0

Hits appear at their usual frequency, and some 3.6% of all compounds hit somewhere here.
